CAL PDZ FP-1: human CAL PDZ-peptide interaction inhibition. AID 504414. inhibition, % at 20 µM. purified CAL PDZ, TMR-peptide fluorescence polarization, 1 h. Q9HD26. actives 0.02% (n = 330,000);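 active = highest replicate inhibition of at least 40%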;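 also: plate controls were DMSO neutral control wells for no effect and unlabeled competitor peptide control wells for full effect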
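System: purified tagged CAL PDZ domain construct (CerCALP). Schedule: 1 h incubation at room temperature before polarization reading. Medium: 25 mM sodium phosphate pH 7.4, 150 mM NaCl, TCEP, IgG, Thesit. Read-out: percent inhibition from loss of millipolarization. Measured by: FP readout, S and P plane fluorescence. Probe or stimulus: fluorescent TMR peptide probe.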
Rtt109 HAT inh: inhibitors of Candida albicans Rtt109/Vps75 histone acetyltransferase. actives 0.16% (n = 330,000). AID 540336. inhibition, % at 34.9 µM. purified Rtt109/Vps75, ThioGlo CoA-SH fluorescence, 4 h. Q5AAJ8;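 active = inhibition of at least 50% in every replicate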
Target sequence (Q5AAJ8 whole entry, looked up): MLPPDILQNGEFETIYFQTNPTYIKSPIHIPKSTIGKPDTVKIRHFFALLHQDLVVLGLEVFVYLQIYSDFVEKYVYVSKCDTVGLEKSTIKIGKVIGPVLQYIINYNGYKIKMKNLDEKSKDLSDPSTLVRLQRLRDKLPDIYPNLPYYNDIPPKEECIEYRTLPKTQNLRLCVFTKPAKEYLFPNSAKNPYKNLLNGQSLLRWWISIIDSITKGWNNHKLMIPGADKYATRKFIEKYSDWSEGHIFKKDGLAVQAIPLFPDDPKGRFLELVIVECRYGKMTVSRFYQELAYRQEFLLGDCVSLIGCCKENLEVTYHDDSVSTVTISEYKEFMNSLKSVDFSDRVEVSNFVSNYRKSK
C-LANA FP: KSHV C-LANA DNA binding inhibition | actives 0.078% (n = 340,000) | MBP-C-LANA/FAM-LBS DNA binding, fluorescence polarization | inhibition, % at 9 µM;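 active = highest replicate inhibition at or above 60% at 9 µM, even if other replicates fall short; inactive = all replicates below 60% inhibition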;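 also: 0% = neutral control wells and 100% = 4 µM acridine orange control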
RTF Ca sens inh: cardiac RTF calcium desensitization. P19429+P45379. IANBD-labeled cardiac RTF, Ca2+ fluorescence. inhibition, % at 7.15 µM. actives 0.12% (n = 340,000);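 active = inhibition above the mean inhibition of all tested compounds plus 3 SD, cut at about 17% in these data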;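 also: assay run at fixed EC70 calcium of 1.6 mM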
CAL PDZ FP-2: inhibitors of human CAL PDZ peptide binding. Q9HD26. purified CAL PDZ, TMR-peptide fluorescence polarization, 1 h. inhibition, % at 24.9 µM. actives 0.92% (n = 300,000). AID 602252;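 active = mean inhibition of at least 30% with at least half of replicates also reaching 30%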;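 also: 0% = DMSO neutral control and 100% = excess unlabeled competitor peptide PRC23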
Keap1-Nrf2 PPI: inhibitors of human Keap1-Nrf2 protein-protein interaction; inhibition, % at 9.4 µM; actives 0.15% (n = 340,000); Q14145; AID 504523; Keap1 Kelch-Nrf2 peptide fluorescence polarization, 1536-well; in the data active = inhibition above about 12%;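 also: human Keap1 Kelch domain with fluorescein labeled Nrf2 9mer peptide probe; 0% = neutral control wells and 100% = peptide positive control; higher means more block of Keap1 binding to Nrf2 peptide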
Target sequence (Q14145 whole entry, looked up, the tested form may be a part): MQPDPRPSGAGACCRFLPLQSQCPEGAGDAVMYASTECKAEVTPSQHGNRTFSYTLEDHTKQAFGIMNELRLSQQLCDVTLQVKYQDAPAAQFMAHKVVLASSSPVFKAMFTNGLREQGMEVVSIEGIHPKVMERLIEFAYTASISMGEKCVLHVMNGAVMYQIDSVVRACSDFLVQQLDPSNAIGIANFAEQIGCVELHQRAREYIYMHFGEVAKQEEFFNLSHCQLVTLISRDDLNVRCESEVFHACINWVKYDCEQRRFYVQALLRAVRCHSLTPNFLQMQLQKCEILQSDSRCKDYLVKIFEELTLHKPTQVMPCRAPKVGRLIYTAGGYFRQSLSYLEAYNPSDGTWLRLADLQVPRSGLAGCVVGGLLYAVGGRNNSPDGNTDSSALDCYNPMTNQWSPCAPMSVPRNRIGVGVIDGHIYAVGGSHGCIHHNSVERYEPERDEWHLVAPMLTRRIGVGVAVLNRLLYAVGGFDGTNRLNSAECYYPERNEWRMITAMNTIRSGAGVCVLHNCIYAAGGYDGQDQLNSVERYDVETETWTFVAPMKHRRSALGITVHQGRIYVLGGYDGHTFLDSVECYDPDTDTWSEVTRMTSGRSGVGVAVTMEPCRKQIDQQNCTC
PKA-R2B act: PKA-R2B complex activation; PKA-R2B holoenzyme dissociation, Cy5-IP20 fluorescence polarization; R2B truncated from residue 108, S112A mutant; 0% DMSO only, 100% 113 µM cGMP; activation, % at 11.4 µM; actives 0.079% (n = 340,000); AID 504700;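 active = activation above a cutoff set at the mean over all compounds plus 3 SD, cut at about 18% in these data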;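 also: higher means more holoenzyme dissociation and a rise in polarization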
DAGLB inhibitor: blocks human DAGLB lipase activity | Q8NCG7 | inhibition, % at 5.17 µM | HEK293T DAGLB membrane lysate, EnzChek fluorogenic substrate | actives 0.059% (n = 340,000) | AID 504411; in the data active = inhibition above about 34%;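 also: 0% = enzyme with vehicle and 100% = wells lacking enzyme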
SR-BI DiI-HDL act: SR-BI HDL lipid transfer activation; CHO ldlA[mSR-BI] cells, DiI-HDL uptake fluorescence, 3 h; 100 = double the neutral-control signal; actives 0.096% (n = 320,000); AID 504775; activation, % at 12.5 µM;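 active = mean replicate activation of at least 60% and every replicate at or above 60%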;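 also: 0% = median plate neutral-control signal and 100% = twice that signal; values of inactives mirror those of a sister screen read the other way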
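Material: SR-BI-overexpressing, LDLR-lacking CHO cells; schedule: compound exposure 3 h, 37 °C; reagent: DiI-labelled HDL at 10 µg/mL final; technique: bottom-read fluorescence, 550/595 nm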
cardiac RTF act: increases calcium sensitivity of human cardiac regulated thin filaments | P19429+P45379 | IANBD-labeled TnC RTF fluorescence at EC20 calcium; 0% EC20 calcium, 100% full calcium | activation, % at 7.2 µM | actives 0.24% (n = 340,000) | AID 493008;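 active = activation above the mean over all tested compounds plus 3 SD, cut at about 30% in these data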;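 also: rise in fluorescence read as greater calcium sensitivity of cardiac thin filaments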
Active calls of the source: *; x = not tested or not shown. Compounds as they come. Share with any hit: about 1.6%.

SMILES | CAL PDZ FP-1 | Rtt109 HAT inh | C-LANA FP | RTF Ca sens inh | CAL PDZ FP-2 | Keap1-Nrf2 PPI | PKA-R2B act | DAGLB inhibitor | SR-BI DiI-HDL act | cardiac RTF act
CCOC(=O)N1CCC(N2CCN(Cc3ccc(C)o3)C(CCO)C2)CC1 (stereo unspecified) | -0.3 | 4 | 1.2 | -1 | -1 | 3 | -9 | 1 | 11 | 7
CCN(CCNC(=O)CN1CCN(Cc2ccc(Cl)cc2)C1=O)c1ccccc1 | 0.7 | 7 | 1.1 | -10 | -2 | -5 | -1 | 1 | -30 | 2
CC(C)CCN1C(=O)c2ccc(C(=O)OCC(=O)N(CC(C)C)C3CCS(=O)(=O)C3)cc2C1=O (stereo unspecified) | -0.2 | 32 | 0.5 | -5 | -2 | -5 | -6 | 2 | -20 | -3
Cc1cccc(NS(=O)(=O)c2ccc(NS(=O)(=O)c3cccs3)cc2)c1 | -0.7 | -3 | -3.8 | -6 | -1 | -1 | 1 | 2 | x | -3
Nc1ccc(C(=O)Nc2ccc3nc(-c4cccnc4)[nH]c3c2)cc1 | x | 13 | -0.4 | 5 | -6 | -7 | -21 | 5 | -23 | -3
COc1ccc(/C=C/c2nc(-c3ccccc3O)n[nH]2)cc1OC | -1.9 | -1 | -0.5 | -23 | 2 | -2 | 0 | 1 | -16 | -22
COc1ccccc1C1C(C(=O)c2cc3ccccc3o2)=C(O)C(=O)N1CCN(C)C (stereo unspecified) | -1.1 | 8 | -1.5 | 16 | -3 | -3 | -2 | -1 | 12 | -7
CC(=O)N1CCc2cc(S(=O)(=O)NC(C(=O)NCc3ccccc3)C(C)C)ccc21 (stereo unspecified) | x | -5 | 1.3 | -8 | 0 | 3 | 3 | 0 | 11 | -3
CCOc1ccc(C2CC(c3ccc(OC)c(OC)c3)n3nc(N)nc3N2)cc1 (stereo unspecified) | 0.4 | 0 | 1.3 | -8 | x | -3 | 4 | -1 | 8 | 0
O=C(COc1ccc(Br)cc1CO)Nc1ccc(S(=O)(=O)N2CCCC2)cc1 | -3.8 | 2 | 0.0 | -1 | -4 | 2 | -5 | 1 | -14 | -10
Cc1c(Cl)cnc(NC(=O)COC(=O)c2cccs2)c1Cl | -1.8 | 0 | 1.7 | -3 | x | 0 | 0 | -2 | 13 | 0
CCC(C(N)=NCCc1ccc(OC)c(OC)c1)c1ccccc1 (stereo unspecified) | 0.0 | -1 | 1.3 | -8 | 3 | 5 | -3 | -1 | -18 | 7
CC1(C)Cc2c(sc(NC(=O)C(=O)N3CCOCC3)c2C(N)=O)CO1 | -2.8 | 3 | -1.5 | -3 | -2 | -5 | -6 | 3 | 25 | -2
N#Cc1ccc(CSc2nnc(NC(=O)c3ccc(=O)[nH]c3)s2)cc1 | -1.1 | 0 | 0.0 | -2 | -4 | 2 | 0 | 3 | x | -2
O=C(NCCO)c1cc([N+](=O)[O-])cc2c1C=Cc1ccccc1O2 | -0.1 | -8 | 0.0 | -2 | 3 | -3 | 2 | 1 | 19 | 4
CCOC(=O)C1CCN(S(=O)(=O)c2ccc3[nH]c(=O)oc3c2)CC1 | -0.6 | -10 | 1.1 | -7 | x | -3 | -8 | 1 | 13 | -2
O=C(CSc1nnnn1C1CCCCC1)Nc1cccc(NC(=O)c2ccco2)c1 | -0.8 | -8 | 3.5 | 1 | 1 | -3 | -2 | -4 | -47 | -10
CC(C)CCNC(=O)CNC(=S)N(Cc1ccccc1)Cc1cccnc1 | -0.5 | -19 | 2.0 | -9 | -6 | -7 | -10 | -1 | 10 | -3
COc1ccccc1NC(=O)C(O)C(O)C(=O)Nc1ccccc1OC (stereo unspecified) | 1.0 | -1 | 0.0 | -49 | 3 | 2 | -10 | -2 | -35 | 3
CCN1CCN(CCNC(=O)c2ccc(/C=C3/Sc4ccccc4N(Cc4cccc(Cl)c4)C3=O)cc2)CC1 | -5.3 | 15 | -1.7 | 2 | -5 | -10 | -6 | 2 | x | 1
O=[N+]([O-])c1cc(C(F)(F)F)ccc1NCCCN1CCOCC1 | -1.7 | 8 | 1.8 | 4 | 4 | 7 | -2 | 0 | 17 | 5
O=C(O)c1cc(S(=O)(=O)N2CCCCC2)ccc1N1CCOCC1 | 0.6 | -2 | -0.8 | -2 | 0 | -4 | 5 | 1 | 7 | -2
CC1(C)CC(=O)C2=C(C1)OC1=C(C(=O)CC(C)(C)C1)C2c1ccc(O)cc1O | x | -5 | 0.8 | 1 | -5 | -16 | -6 | 6 | 25 | 4
Cc1cccc(Nc2nc(-c3sc(C)nc3C)cs2)c1 | 1.8 | 3 | 0.0 | 5 | -3 | 0 | -1 | -3 | -85 | -5
COc1cccc(CNC(=O)C2Cc3ccccc3CN2C(C)=O)c1 (stereo unspecified) | -2.3 | 6 | 0.2 | -14 | -4 | 0 | -23 | -1 | x | 5
CNC(=O)c1ccc(-c2cc3onc(-c4ccccc4)c3c(=O)n2C)cc1 | -4.5 | -24 | -2.1 | -2 | 1 | -6 | -3 | 1 | -1 | 3
Cc1cc(C)c2cc(CN(CCN3CCCC3)C(=O)Nc3ccc(F)cc3)c(=O)[nH]c2c1 | -2.9 | 32 | -2.6 | 2 | -4 | -8 | 4 | 6 | 0 | 4
CCOc1cc2oc(=O)c3c(c2cc1Cl)CCC3 | -2.4 | -4 | -0.3 | 3 | -4 | -1 | 0 | -1 | -11 | 2
CCCc1nnc(NC(=O)CCC(=O)N2CCN(Cc3ccccc3)CC2)s1 | -0.1 | -5 | 0.7 | 7 | 3 | 4 | 0 | 2 | 4 | -2
COC(=O)CSc1nc2cc3c(cc2cc1C#N)OCO3 | x | -2 | 3.8 | -10 | -2 | 0 | 8 | 2 | -7 | 2
O=C(Nc1cc(S(=O)(=O)N2CCOCC2)ccc1N1CCCC1)c1ccc(Cl)cc1 | 0.7 | 4 | -14 | -12 | -4 | 0 | -2 | 0 | 10 | -4
Cc1ccn2c(C(=O)N/N=C\c3ccccc3[N+](=O)[O-])c(C)nc2c1 | -2.6 | 0 | -0.3 | 2 | -1 | -6 | -14 | 3 | -10 | 5
Cc1sc2nc(C3CC3)nc(SCC(=O)N3CC(=O)Nc4ccccc43)c2c1C | -0.7 | 5 | -2.7 | 5 | -1 | 1 | -7 | 2 | -30 | 0
O=[N+]([O-])c1ccc(Cl)cc1NCc1cccnc1 | -1.0 | -4 | -1.8 | -1 | 5 | 3 | -1 | 1 | x | -4
COc1cc(OC)c(C(=O)OCC(=O)NC23CC4CC(CC(C4)C2)C3)cc1OC | 0.3 | -8 | 2.2 | 1 | -2 | -8 | -8 | 2 | 17 | 1
Cc1ccc(NC(=O)C2CCCN(c3nccc(C)n3)C2)c(C)c1 (stereo unspecified) | -0.3 | -1 | 1.0 | 0 | 0 | -1 | 1 | -3 | 5 | -11
CCC(Sc1nc(C)cc(C)n1)C(=O)Nc1cc(C)on1 (stereo unspecified) | 0.1 | 3 | 1.1 | 2 | 4 | 1 | -8 | -3 | 8 | 3
CCOC(=O)NN1C(=O)c2ccccc2NC12CCCC2 | -0.9 | 0 | 0.3 | -6 | x | -6 | 0 | 2 | 17 | 6
Cc1cc(C(F)(F)F)nn1CC(=O)NCc1ccccc1 | -0.2 | -1 | 0.7 | 2 | -1 | -4 | -4 | 0 | 14 | 2
COc1ccc(C(=O)Nc2ccccc2SCc2cc(=O)n3nc(C)sc3n2)cc1OC | -1.2 | -3 | -0.9 | 0 | 1 | -1 | -6 | 1 | 13 | 0
CCOc1ccc(S(=O)(=O)N2CCCCC2)cc1NC(=O)CCc1ccc(OC)cc1 | -0.1 | 0 | 1.4 | 6 | x | -4 | -9 | -1 | -7 | 3
CC(=O)Nc1ccccc1OC(=O)N1CCOCC1 | -0.8 | 1 | -0.3 | -1 | 2 | -6 | -9 | -2 | 2 | 0
O=C(COC(=O)C1=COCCO1)Nc1cc(C(F)(F)F)ccc1Cl | -1.6 | -6 | 0.8 | -4 | -6 | -3 | 1 | -1 | x | 2
NC(=O)CNC(=O)C1CCCc2c1[nH]c1ccc(Cl)cc21 (stereo unspecified) | -0.6 | 0 | 1.1 | -3 | -12 | -2 | 15 | 1 | 13 | 5
CCN(CC)CCNC(=O)c1ccc(NC(=O)c2ccc(COc3ccccc3)cc2)cc1 | -4.9 | -8 | -0.9 | -5 | -7 | -4 | -8 | -1 | -5 | -3

Brought forward from above: three entries; new compounds follow.
SMILES | CAL PDZ FP-1 | Rtt109 HAT inh | C-LANA FP | RTF Ca sens inh | CAL PDZ FP-2 | Keap1-Nrf2 PPI | PKA-R2B act | DAGLB inhibitor | SR-BI DiI-HDL act | cardiac RTF act
O=C(COC(=O)C1=COCCO1)Nc1cc(C(F)(F)F)ccc1Cl | -1.6 | -6 | 0.8 | -4 | -6 | -3 | 1 | -1 | x | 2
NC(=O)CNC(=O)C1CCCc2c1[nH]c1ccc(Cl)cc21 (stereo unspecified) | -0.6 | 0 | 1.1 | -3 | -12 | -2 | 15 | 1 | 13 | 5
CCN(CC)CCNC(=O)c1ccc(NC(=O)c2ccc(COc3ccccc3)cc2)cc1 | -4.9 | -8 | -0.9 | -5 | -7 | -4 | -8 | -1 | -5 | -3
CCC(C)NCCOCCOc1cc(C)c(Cl)c(C)c1 (stereo unspecified) | -1.0 | -15 | 0.1 | -13 | 6 | -2 | 1 | 2 | 7 | 3
CCCCN(C(=O)c1ccc(N2CCCC2=O)cc1)c1c(N)n(CCC)c(=O)[nH]c1=O | 0.1 | -1 | -0.1 | 4 | -6 | -5 | 3 | -2 | 12 | -2
COC(=O)c1c(NC(C)=O)csc1C | -0.2 | -4 | 2.8 | x | -2 | -7 | x | x | 5 | x
COc1cc(C)c(C(C)C)cc1S(=O)(=O)n1ccnc1 | 0.6 | 12 | -1.2 | 0 | 0 | -2 | 2 | 2 | 10 | -2
COc1ccc(Cl)cc1NC(=O)N1CCN(C2CCCCC2)CC1 | -1.5 | -11 | -1.8 | -9 | -1 | 1 | -5 | -1 | 3 | -1
CC1=C(C(=O)OCc2ccccc2)C(c2ccccc2Cl)NC(=O)N1CCCCCC(=O)O (stereo unspecified) | -1.0 | -6 | 0.8 | 0 | -1 | -5 | -9 | 3 | 16 | 5
Cc1cc(C(=O)OCC(=O)N(C)c2ccccc2)ccc1[N+](=O)[O-] | 0.1 | 3 | 0.3 | -6 | -7 | -8 | 1 | 3 | -2 | 0
CC(=O)c1cc2c(cc1NC(=O)CCn1cnnn1)OCO2 | -0.3 | -14 | -5.4 | -10 | x | 3 | 6 | 0 | x | -5
CC1CCC(NC(=O)C2CCC(CNS(=O)(=O)c3cccc4cccnc34)CC2)CC1 (stereo unspecified) | -0.2 | -2 | 0.9 | -10 | 4 | -5 | -6 | 0 | -23 | 0

Screening results deposited in PubChem BioAssay by several laboratories.
